Screening results as filed in PubChem BioAssay.
DAGLB inhibitor – blocks human DAGLB lipase activity; Q8NCG7; HEK293T DAGLB membrane lysate, EnzChek fluorogenic substrate; inhibition, % at 5.17 µM; 340,000 compounds, 0.059% hits; AID 504411; in the data active means inhibition above about 34%;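 further: 0% = enzyme with vehicle and 100% = wells lacking enzyme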
Keap1-Nrf2 PPI – disrupts human Keap1 binding to Nrf2 peptide. inhibition, % at 9.4 µM. Q14145. Keap1 Kelch-Nrf2 peptide fluorescence polarization, 1536-well. 340,000 compounds, 0.15% hits; in the data active means inhibition above about 12%;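 further: human Keap1 Kelch domain with fluorescein labeled Nrf2 9mer peptide probe; 0% = neutral control wells and 100% = peptide positive control; higher means more block of Keap1 binding to Nrf2 peptide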
Arr AP2 block – human beta-arrestin and AP2 interaction inhibition. FITC-arrestin peptide / GST-AP2 beads, flow cytometry; AP2 beta2 appendage carries R879A mutation. inhibition, % at 10 µM. 340,000 compounds, 0.31% hits;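 active means inhibition above a set limit, near 3 SD of compounds lacking own fluorescence, cut at about 54% in these data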;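 further: plate controls were DMSO wells for no effect and 5 µM unlabelled arrestin peptide for full effect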
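Material – GST-tagged AP2 beta2-adaptin appendage (R879A) on 4 µm glutathione beads · Probe or stimulus – fluorescein-tagged arrestin peptide at 50 nM final · Timing – 12 min plus 1 h, RT · Detection – bead flow cytometry, FITC channel · Read-out basis – inhibition as reduced fluorescein signal on beads, percent · Medium – PBS plus Tween 20 (0.05%) and BSA (0.1%)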
NSD2 inh – inhibitors of human histone methyltransferase NSD2; O96028; NSD2 peptide methylation, AlphaScreen, 120 min; inhibition, % at 12.5 µM; 310,000 compounds, 0.54% hits; in the data active means inhibition above about 50%
Pemphigus Ab inh – inhibitors of pemphigus antibody binding to human desmoglein-3; P32926; DSG3-coupled beads, scFv-anti-DSG3-GFP binding, flow cytometry; active compounds read low; binding (percent of control), % at 10 µM; 310,000 compounds, 0.48% hits; AID 588358;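 active means binding more than 3 SD below its plate's average and above zero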;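 further: hits lower antibody fragment binding to DSG3; some compounds called inactive have numbers as strong as hits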
Target sequence (P32926 whole entry, looked up, the tested form may be a part): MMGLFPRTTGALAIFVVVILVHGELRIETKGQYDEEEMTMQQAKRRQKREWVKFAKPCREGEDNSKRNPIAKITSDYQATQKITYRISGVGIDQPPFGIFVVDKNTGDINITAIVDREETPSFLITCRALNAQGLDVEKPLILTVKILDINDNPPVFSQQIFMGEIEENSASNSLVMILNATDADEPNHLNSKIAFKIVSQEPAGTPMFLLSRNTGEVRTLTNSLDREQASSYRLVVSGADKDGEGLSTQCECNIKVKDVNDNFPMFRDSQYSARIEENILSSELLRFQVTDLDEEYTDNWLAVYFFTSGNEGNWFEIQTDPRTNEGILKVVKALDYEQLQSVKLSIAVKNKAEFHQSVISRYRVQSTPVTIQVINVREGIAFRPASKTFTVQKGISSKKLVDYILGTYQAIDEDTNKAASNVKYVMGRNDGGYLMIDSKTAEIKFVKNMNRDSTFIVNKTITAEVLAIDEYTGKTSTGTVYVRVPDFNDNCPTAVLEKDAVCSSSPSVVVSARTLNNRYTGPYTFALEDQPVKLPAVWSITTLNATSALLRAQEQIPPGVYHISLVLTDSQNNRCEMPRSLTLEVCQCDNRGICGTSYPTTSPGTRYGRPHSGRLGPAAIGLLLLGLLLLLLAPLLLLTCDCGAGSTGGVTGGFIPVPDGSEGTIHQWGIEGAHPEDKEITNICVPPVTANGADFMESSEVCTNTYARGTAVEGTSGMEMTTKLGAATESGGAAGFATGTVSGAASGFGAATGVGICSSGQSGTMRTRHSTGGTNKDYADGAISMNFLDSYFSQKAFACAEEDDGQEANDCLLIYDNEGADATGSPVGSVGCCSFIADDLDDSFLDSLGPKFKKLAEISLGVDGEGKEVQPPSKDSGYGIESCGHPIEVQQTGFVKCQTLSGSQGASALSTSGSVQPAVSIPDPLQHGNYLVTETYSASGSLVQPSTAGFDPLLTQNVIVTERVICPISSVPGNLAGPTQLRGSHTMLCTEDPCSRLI
CAL PDZ FP-1 – blocks peptide binding to human CAL PDZ domain; Q9HD26; purified CAL PDZ, TMR-peptide fluorescence polarization, 1 h; inhibition, % at 20 µM; 330,000 compounds, 0.02% hits; AID 504414;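 active means highest replicate inhibition of at least 40%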;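 further: plate controls were DMSO neutral control wells for no effect and unlabeled competitor peptide control wells for full effect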
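System: purified tagged CAL PDZ domain construct (CerCALP). Schedule: 1 h incubation at room temperature before polarization reading. Medium: 25 mM sodium phosphate pH 7.4, 150 mM NaCl, TCEP, IgG, Thesit. Read-out: percent inhibition from loss of millipolarization. Measured by: FP readout, S and P plane fluorescence. Probe or stimulus: fluorescent TMR peptide probe.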
V-ATPase pH – regulators of yeast V-ATPase proton transport; S. cerevisiae, pHLuorin cytosolic pH fluorescence; response, % at 10 µM; 350,000 compounds, 0.37% hits; in the data active means response mostly above about 7.3%, no sharp cut-off; inactive means mostly below about 5.4%; further: actives read high; inactives centre near 0; some compounds called inactive have numbers as strong as hits; reference of the scale not given here
CAL PDZ FP-2 – blocks peptide binding to the human CAL PDZ domain | Q9HD26 | purified CAL PDZ, TMR-peptide fluorescence polarization, 1 h | inhibition, % at 24.9 µM | 300,000 compounds, 0.92% hits | AID 602252;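 active means mean inhibition of at least 30% with at least half of replicates also reaching 30%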;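 further: 0% = DMSO neutral control and 100% = excess unlabeled competitor peptide PRC23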
Cardiac RTF inh – cardiac RTF calcium desensitization | P19429+P45379 | IANBD-labeled cardiac RTF, Ca2+ fluorescence | inhibition, % at 7.15 µM | 340,000 compounds, 0.12% hits | AID 493244;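 active means inhibition above the mean inhibition of all tested compounds plus 3 SD, cut at about 17% in these data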;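 further: assay run at fixed EC70 calcium of 1.6 mM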
LANA DNA inh – inhibitors of KSHV LANA C-terminal domain DNA binding; MBP-C-LANA/FAM-LBS DNA binding, fluorescence polarization; inhibition, % at 9 µM; 340,000 compounds, 0.078% hits;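 active means highest replicate inhibition at or above 60% at 9 µM, even if other replicates fall short; inactive means all replicates below 60% inhibition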;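 further: 0% = neutral control wells and 100% = 4 µM acridine orange control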
* marks the source's active call; other numbers are inactive results; . = not tested or not shown. Only part of the results is shown; rates above refer to the full screens.

SMILES	DAGLB inhibitor	Keap1-Nrf2 PPI	Arr AP2 block	NSD2 inh	Pemphigus Ab inh	CAL PDZ FP-1	V-ATPase pH	CAL PDZ FP-2	Cardiac RTF inh	LANA DNA inh
COc1ccc(Cc2noc(-c3ccc(C)cc3)n2)cc1	-25	-3	24	-9	.	.	-2	-2	-2	-0.8
Fc1ccc(OCCn2cnc(Cl)c2Cl)cc1	-1	0	4	-1	96	-1.7	3	-5	-6	-1.0
CN(C)N1C(N)=C(C#N)C(c2ccccc2)C2=C1CCCC2=O (configuration not stated)	2	-3	23	0	99	0.6	11	-2	3	-1.8
COc1ccc(CNC(=O)CN2c3ccccc3S(=O)(=O)c3ccccc32)cc1	0	-8	-8	2	99	-1.2	-2	-2	-2	3.2
CCOC(=O)C(CO)(NC(C)=O)C(=O)OCC	-2	-6	16	2	95	0.0	1	.	-12	-0.6
Cc1csc(=O)n1CCC(=O)OCC(=O)Nc1cc(Cl)ccc1[N+](=O)[O-]	0	0	39	2	104	-1.5	5	-1	-16	-0.3
CC(C)(C)C(=O)C(C(c1ccccc1)N1CCOCC1)N1CCOCC1 (configuration not stated)	-2	3	20	-1	97	-0.3	-4	.	-5	0.6
CCn1c(CCNC(=O)c2ccc(C)cc2)nnc1SCc1ccc(Cl)c(Cl)c1	-2	-1	4	.	103	-0.2	-3	-4	-1	-1.7
COc1ccc(C(=O)NCC(=O)N2CCN(c3ccccc3)CC2)cc1	-1	2	0	-1	110	-2.2	-5	-5	-4	-1.5
CC(C)c1ccc(NC(=O)[C@@H](NC(=O)N2CC(=O)Nc3ccccc32)C(C)C)cc1	1	1	6	1	93	-1.6	1	4	-5	0.4
Cc1ccnc(NC(=O)c2ccc(OCC3CCCO3)cc2)c1 (configuration not stated)	-5	2	-2	0	100	-3.5	3	-4	-5	0.7
O=C(CN1CCOCC1)Nc1scc(-c2ccccc2)c1C(=O)N1CCOCC1	0	-4	0	-3	83	0.1	4	-1	-2	-0.5
CN1C(=O)C(CC(=O)NCCc2ccccc2)N(NC(=O)c2cccc(F)c2)C1=S (configuration not stated)	-2	3	4	.	105	0.0	-5	1	-28	2.1
CC(Sc1nnc(-c2ccc(OC(F)F)cc2)o1)C(=O)NCC1CCCO1 (configuration not stated)	1	-1	16	-2	.	-1.9	-2	.	-7	0.3
C=C1C(C(=O)Nc2ccc(OCC)cc2)C1C(=O)Nc1ccc(OCC)cc1 (configuration not stated)	6	-2	1	-2	92	-2.1	1	-2	2	0.0
CCCCCC(=O)NNC(=S)NC(C)=O	1	-6	-26	-5	.	1.6	3	-5	-5	0.3
O=C(N[C@@H]1CCC(=O)N(CC[C@H](Sc2ccc(Br)cc2)c2ccccc2)CC1)OCc1ccccc1	-4	-8	0	.	109	-0.4	-1	-6	-2	-1.0
COc1cccc(CN(C)C(=O)CSc2nc3ccccc3[nH]2)c1OC	-4	-7	14	3	.	-3.3	-2	-4	-2	0.1
Cc1ccc(N(C(=O)Cn2nnc(-c3ccccc3F)n2)C(C(=O)NC2CCCC2)c2ccncc2)cc1 (configuration not stated)	-4	1	3	-4	99	-0.7	-1	-2	-9	-1.3
CCc1nnc(NC(=O)CSc2nc(C)cs2)s1	-1	1	20	1	.	-1.0	-3	-2	9	0.5
Cc1ccc(-c2cc(C(=O)N/N=C/c3c[nH]c4ccccc34)n[nH]2)o1	1	-3	5	1	99	-2.6	1	-1	3	-0.4
Cc1cc(C)n2nc(CNS(=O)(=O)c3cccc([N+](=O)[O-])c3)nc2n1	-2	5	5	-1	97	-1.3	1	.	-1	0.6
COc1ccc(NC(=O)CN2CCN(c3ccc(C)cc3C)CC2)cc1	-7	-1	-8	-1	97	-0.1	0	.	-1	-0.3
CCOCC(=O)Nc1nc2ccc(OC)cc2s1	-1	-3	-3	49	.	1.2	-2	-3	1	0.9
Nc1nc(=S)c2ncn(C3OC(CO)CC3O)c2[nH]1 (configuration not stated)	-2	2	4	1	.	-0.6	-4	-3	-3	0.3

Another view of part of the listing above:
Results follow in this order: DAGLB inhibitor	Keap1-Nrf2 PPI	Arr AP2 block	NSD2 inh	Pemphigus Ab inh	CAL PDZ FP-1	V-ATPase pH	CAL PDZ FP-2	Cardiac RTF inh	LANA DNA inh
- COc1ccc(Cc2noc(-c3ccc(C)cc3)n2)cc1
  -25	-3	24	-9	.	.	-2	-2	-2	-0.8
- CC(C)c1ccc(NC(=O)[C@@H](NC(=O)N2CC(=O)Nc3ccccc32)C(C)C)cc1
  1	1	6	1	93	-1.6	1	4	-5	0.4
- CCOCC(=O)Nc1nc2ccc(OC)cc2s1
  -1	-3	-3	49	.	1.2	-2	-3	1	0.9

Remaining list, next part:
SMILES	DAGLB inhibitor	Keap1-Nrf2 PPI	Arr AP2 block	NSD2 inh	Pemphigus Ab inh	CAL PDZ FP-1	V-ATPase pH	CAL PDZ FP-2	Cardiac RTF inh	LANA DNA inh
COc1ccc(N(C(=O)/C=C/c2ccccc2)C2=CC3CCC(C2)N3C)cc1 (configuration not stated)	-2	-4	1	.	96	-0.2	-3	-5	-1	1.2
CCCCOC(=O)C[N+](C)(C)CCOC1CC2CCC1(C)C2(C)C (configuration not stated)	4	0	0	-1	96	-2.5	1	2	-18	-0.8
CN(C)c1ccc(/C=C2\CCCc3c2nc2ccccc2c3C(=O)O)cc1	2	-8	-2	-2	115	0.4	0	.	5	-1.1
CCOC(=O)N1CCN(S(=O)(=O)c2cc(-c3nn4c(C)nnc4c4ccccc34)ccc2C)CC1	1	1	-134	-4	106	-1.8	0	1	-12	-0.8
CCC(C)c1ccc(S(=O)(=O)N2CCN(C(=O)c3ccc(Cl)c(S(=O)(=O)N4CCOCC4)c3)CC2)cc1 (configuration not stated)	1	-3	-2	2	94	-1.3	-2	.	1	-2.6
C=CCn1c(N(C)C)nc2c1c(=O)[nH]c(=O)n2C	0	-2	1	.	97	-1.1	-2	-10	-6	-0.9
COc1ccc(-n2c(=S)[nH]c3cc(C(=O)Nc4cc(OC)c(OC)c(OC)c4)ccc3c2=O)c(OC)c1	-3	-5	-5	5	86	-1.1	5	-8	-5	-0.6
Cc1cccc(C)c1NC(=O)CSc1nnc(NC(=O)CN2CCOCC2)s1	2	-1	0	2	93	-0.8	-4	4	-3	1.0
COc1ccc(C)cc1NC(=O)NNC(=O)C1CCC(C(C)(C)C)CC1 (configuration not stated)	-14	-7	-15	1	96	-2.7	3	1	-11	0.4
CCOC(=O)C1CCCN(C(=O)c2cc(-c3ccccc3)on2)C1 (configuration not stated)	-3	1	-11	-3	104	-3.2	1	1	-6	2.2
CC1CCC(NC(=O)CCN2C(=O)C3CC=CCC3C2=O)CC1 (configuration not stated)	2	-2	7	-3	107	-0.1	3	67*	-6	0.4
CN(C(=O)c1cccc(NC(=O)Cc2ccc([N+](=O)[O-])cc2)c1)C1CCC1	-2	-6	27	.	98	-0.1	-14	-2	-1	-1.3
CN(C)C(=O)/C=C\c1cn(-c2ccccc2)nc1-c1ccc2c(c1)OCCO2	-3	1	1	0	103	-3.1	.	-5	7	0.6
O=C(CSc1ccccc1)NCCc1ccc(F)cc1	-1	-5	-10	-1	98	-0.6	-3	0	1	-0.9
COc1ccc(N2CCC(CNC(=O)Nc3ccc(OC)cc3OC)C2)cc1 (configuration not stated)	1	-1	36	6	108	0.4	1	-4	3	-0.5
CC(=O)Nc1ccc2c(c1)[nH]c(=O)c1ccccc12	1	1	7	-1	93	-3.1	6	0	-4	-3.2
Oc1ccccc1N1CCN(c2nnnn2-c2ccccc2)CC1	1	-4	-17	7	98	-1.7	-2	-1	4	-0.4
Cc1ccc(C2NS(=O)(=O)N=C2N)cc1 (configuration not stated)	-2	-2	21	-1	95	-0.4	-1	.	2	-0.2
O=C(OCC(=O)N1CCOCC1)c1cccc(S(=O)(=O)N2CCCc3ccccc32)c1	-3	2	-23	.	98	-0.1	-2	-2	10	-0.6
CN(C)CCNC(=O)c1cccc2nc3cccc(F)c3nc12	-1	-7	13	.	.	-0.6	2	-1	4	-13
Cc1cccc(NC(=O)COC(=O)CN2C(=O)C3CCCCC3C2=O)c1C (configuration not stated)	2	.	.	0	103	.	0	.	.	.
CCn1c2ccccc2c2cc(NC(=O)COC(=O)C3CCC(=O)N3)ccc21 (configuration not stated)	1	-5	-4	.	102	.	1	-5	5	-2.1
CCOC(=O)c1cnc(N)nc1-c1ccccc1	3	-6	8	-2	118	-0.1	3	-6	-9	-2.1

Compounds from the list above that have a Cl atom:
SMILES	DAGLB inhibitor	Keap1-Nrf2 PPI	Arr AP2 block	NSD2 inh	Pemphigus Ab inh	CAL PDZ FP-1	V-ATPase pH	CAL PDZ FP-2	Cardiac RTF inh	LANA DNA inh
Fc1ccc(OCCn2cnc(Cl)c2Cl)cc1	-1	0	4	-1	96	-1.7	3	-5	-6	-1.0
Cc1csc(=O)n1CCC(=O)OCC(=O)Nc1cc(Cl)ccc1[N+](=O)[O-]	0	0	39	2	104	-1.5	5	-1	-16	-0.3
CCn1c(CCNC(=O)c2ccc(C)cc2)nnc1SCc1ccc(Cl)c(Cl)c1	-2	-1	4	.	103	-0.2	-3	-4	-1	-1.7
CCC(C)c1ccc(S(=O)(=O)N2CCN(C(=O)c3ccc(Cl)c(S(=O)(=O)N4CCOCC4)c3)CC2)cc1 (configuration not stated)	1	-3	-2	2	94	-1.3	-2	.	1	-2.6
